Compound activity (PubChem)
NPYLR7 agonist: mosquito NPYLR7 agonism. HEK293T NPYLR7/Galpha15, GCaMP6s calcium fluorescence. activation, % at 10 µM. hit rate 0.15% among 270,000; in the data active = activation above about 40%;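 note: 0% = vehicle and 100% = reference agonist at the receptor; some compounds past the cut are filed as inactive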
mcGAS lum: blocks mouse cGAS activity; Q8C6L5; recombinant cGAS, Kinase-Glo ATP depletion luminescence; inhibition, % at 12.5 µM; hit rate 0.15% among 160,000;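 note: 0% = negative control wells and 100% = reference inhibitor with no enzyme activity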
hcGAS inh: inhibitors of human cGAS | recombinant h-cGAS, ATP depletion, Kinase-Glo luminescence | inhibition, % at 12.5 µM | hit rate 0.081% among 290,000 | AID 1259398;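 note: 0% = vehicle reaction and 100% = reaction without DNA for no activity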
Target sequence (Q8N884 whole entry, looked up): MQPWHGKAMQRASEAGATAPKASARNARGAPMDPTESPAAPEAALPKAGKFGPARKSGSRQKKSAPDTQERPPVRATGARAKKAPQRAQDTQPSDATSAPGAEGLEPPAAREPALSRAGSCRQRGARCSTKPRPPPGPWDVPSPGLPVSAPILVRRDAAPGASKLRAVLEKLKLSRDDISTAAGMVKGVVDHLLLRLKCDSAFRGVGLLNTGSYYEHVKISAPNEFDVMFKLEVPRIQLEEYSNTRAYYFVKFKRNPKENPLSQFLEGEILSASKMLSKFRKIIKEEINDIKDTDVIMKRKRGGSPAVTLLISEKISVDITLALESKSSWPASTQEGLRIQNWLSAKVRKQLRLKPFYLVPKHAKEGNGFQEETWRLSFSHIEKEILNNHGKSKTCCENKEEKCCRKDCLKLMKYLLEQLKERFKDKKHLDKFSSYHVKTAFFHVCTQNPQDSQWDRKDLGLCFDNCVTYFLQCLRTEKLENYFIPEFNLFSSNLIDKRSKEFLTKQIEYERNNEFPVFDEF
* marks the source's active call; other numbers are inactive results; . = not tested or not shown; & = joins results of further samples. Cut-off read from the data, not from the text of the source, unless noted: active = inhibition above about 40%; inactive = the rest.

SMILES	NPYLR7 agonist	mcGAS lum	hcGAS inh
CCCCc1ncc(-c2nccn2C(C)c2nccs2)[nH]1 (configuration not stated)	16	-15	-6
COc1ccc2c(c1)SC(C)C(=O)N2Cc1ccc2ccccc2c1 (configuration not stated)	7	.	-3
COc1ccccc1NC(=O)NCC(=O)N1CCC2(CC1)Nc1ccccc1S(=O)(=O)N2	0	.	-7
O=C(N=C1N=C2C=CC(Br)=CN2Cc2ccccc21)C(c1ccccc1)c1ccccc1	-4	-7	-5
Cc1cccc(C)c1NC(=O)CN1CCN(Cn2nc(C)c3c(C)onc3c2=O)CC1	11	.	-6
O=C(NCCCC(=O)N1CCOC(COc2ccc(F)cc2)C1)OCc1ccccc1 (configuration not stated)	1	-5	-4
CC(C)N=c1ccc(C#N)cn1C(=O)C1CC(=O)N(c2ccccc2Cl)C1 (configuration not stated)	-2	.	-17
CCOC(=O)c1c(NC(=O)CCl)sc(Cl)c1-c1ccccc1	-2	-2	-11
CC(Cn1ccnc1)NC(=O)C1(C)CC1(Cl)Cl (configuration not stated)	5	.	-5
Cc1cc(N2CCCC(OC(=O)c3cc(C#N)cn3C)C2)nc(C)n1 (configuration not stated)	8	.	-9
C=CCOC(=O)C1=C(C)NC2=C(C(=O)CCC2)C1c1cc(OC)c(OC)c(OC)c1 (configuration not stated)	3	-4	-8
C=CCSc1nc(C)c2ccccc2n1	3	1	7
Brc1ccccc1C=Nc1ccc2c(c1)OCO2	8&-7	.	-8&-8
CS(=O)(=O)Oc1ccc([N+](=O)[O-])cc1-c1nc2ccccc2o1	13	-6	-9
CCOCCOC1CCCN(C(=O)c2ccc(F)cc2)C1 (configuration not stated)	-6	.	5
CCOC(=O)c1nc[nH]c1C	6	.	-3
CCn1nc(CC(C)C)cc1C(=O)N1CCNCC1C(=O)NC1CC1 (configuration not stated)	-2	2	4
CCOC(=O)NC(Nn1cnnc1)(C(F)(F)F)C(F)(F)F	-5	-2	-5
COCCCNC(=O)c1sc2cc(F)ccc2c1Cl	-5	-5	-7
CC(NC(=O)C/C=C/c1cccc(F)c1)C(O)Cc1ccccc1 (configuration not stated)	1	.	0
O=C(C1CCN(S(=O)(=O)c2ccc3ccccc3c2)CC1)N1CCC1	2	-6	-2
CCc1ccc(S(=O)(=O)NCC2CN(c3ccc(OC)cc3)C(=O)O2)s1 (configuration not stated)	4	.	-5
Cc1cccc(-n2c(-c3ccccc3)nn(CN(C)C3CCS(=O)(=O)C3)c2=S)c1 (configuration not stated)	-4	-7	-2
O=C(NC1C=CS(=O)(=O)C1)c1nc(-c2ccccc2)cs1 (configuration not stated)	-4	-1	-4
Nc1nnc(SC(C(=O)N2CCCCC2)c2ccccc2)s1 (configuration not stated)	6	.	1
O=C(N1CCc2ccccc2C1c1ccc(F)cc1)C12CC3CC(CC(C3)C1)C2 (configuration not stated)	21	-6	-3
O=C(Nc1ccc(N2CCCCC2)c(C(=O)NCC2CCCO2)c1)c1cc(C(F)(F)F)cc(C(F)(F)F)c1 (configuration not stated)	16	-5	-1
O=C(c1ccc[nH]c1=O)N(Cc1ccc(C(F)(F)F)cc1)C1CC1	0	.	-5
CC(C)NC(=O)N(Cc1cc(NC(=O)C2CCC2)ccc1N(C)C)C(C)C	-3	-8	-9
CC1CCC2(CC1)OCC(C(=O)NCc1cccnc1)N2C(=O)c1ccc(F)cc1F (configuration not stated)	2	-8	-7

Copied from the list.
NPYLR7 agonist result of `O=C(NC1C=CS(=O)(=O)C1)c1nc(-c2ccccc2)cs1` (configuration not stated) stands at -4
mcGAS lum result of `COCCCNC(=O)c1sc2cc(F)ccc2c1Cl` stands at -5
mcGAS lum result of `O=C(Nc1ccc(N2CCCCC2)c(C(=O)NCC2CCCO2)c1)c1cc(C(F)(F)F)cc(C(F)(F)F)c1` (configuration not stated) stands at -5

Following part.
SMILES	NPYLR7 agonist	mcGAS lum	hcGAS inh
CN1C(=O)CCN(C(=O)C2CC2)CC(OCC(N)=O)c2ccccc21 (configuration not stated)	2	-6	-4
O=C(O)[C@H]1C[C@@H](C(=O)NC2CC2)CN(Cc2cc3c(cc2Cl)OCO3)C1	5	.	-3
CCC1CSC(Nc2ccc(C)cc2C)=N1 (configuration not stated)	6	-8	-8
COc1cccc(CN2CC(C(=O)N(CCc3ccccc3)Cc3ccccc3)CC2=O)c1 (configuration not stated)	.	-6	-7
CCC(CC)(CNC(=O)OC(C)(C)C)NS(C)(=O)=O	3	.	-8
C/C(=N\Nc1nc(-c2ccccc2)c2cc(C)ccc2n1)c1nc2ccccc2[nH]1	-7	-9	-4
COc1cc(=O)n(-c2ccc(F)cc2)nc1C(=O)Nc1ccccc1C(N)=O	-6	0	-1
COCCNC(=O)c1ccccc1N1CCC(NC(=O)C2CC2)CC1	9	-5	-5
CC(C)(C)OC(=O)NCCC(=O)N1CCSc2ccccc21	4	-8	-9
CCc1nc2ccc(C(=O)NCCN3CCNC3=O)cn2c1N(C)Cc1ccc(Cl)cc1	-4	0	-1

A different layout for 2 compounds above.
> CCn1nc(CC(C)C)cc1C(=O)N1CCNCC1C(=O)NC1CC1 (configuration not stated)
  NPYLR7 agonist = -2
  mcGAS lum = 2
  hcGAS inh = 4

> O=C(C1CCN(S(=O)(=O)c2ccc3ccccc3c2)CC1)N1CCC1
  NPYLR7 agonist = 2
  mcGAS lum = -6
  hcGAS inh = -2

Continuation:
SMILES	NPYLR7 agonist	mcGAS lum	hcGAS inh
O=S(=O)(c1ccccc1Br)N1CCCC1c1nc2ccccc2s1 (configuration not stated)	7	.	-6
CCOc1ccc(C(=O)NCc2nnnn2-c2ccc(F)c(F)c2)cc1	0	0	2
Cc1ccc(S(=O)(=O)N(CC(=O)c2ccc(Cl)cc2)C(=O)N2CCN(C)CC2)cc1	9	-1	-1
COC(=O)Cn1cc(CN2CCCC(Nc3ccc(OC)c(OC)c3)C2)c2ccccc21 (configuration not stated)	24	.	-12
CC(C)CCCC(C)NC(=O)Cn1c(=O)c(=O)[nH]c2ccccc21 (configuration not stated)	-2	.	-11
Cc1ccc(F)c(Oc2cc(N3CCN(C(=O)COc4ccccc4)C(C)C3)ncn2)c1 (configuration not stated)	-10	-4	0
CCN(CC)C(=O)[C@]1(c2ccccc2)C[C@@H]1CN	-2	.	-3
C=CCNC(=O)C(C1CCCC1)N1CCN(C(=O)c2ccc3c(c2)OCO3)CC1 (configuration not stated)	-22	1	2
CSc1cccc(NC(=O)c2csc(C)n2)c1	-9	.	-5
CCOC(=O)c1nc(C(=O)OCC)c2c(C)nn(C)c2n1	4	.	-9

Complete entries as entered above:
CC(C)CCCC(C)NC(=O)Cn1c(=O)c(=O)[nH]c2ccccc21 (configuration not stated) is listed with NPYLR7 agonist: -2; mcGAS lum: .; hcGAS inh: -11
COC(=O)Cn1cc(CN2CCCC(Nc3ccc(OC)c(OC)c3)C2)c2ccccc21 (configuration not stated) is listed with NPYLR7 agonist: 24; mcGAS lum: .; hcGAS inh: -12
CCOc1ccc(C(=O)NCc2nnnn2-c2ccc(F)c(F)c2)cc1 is listed with NPYLR7 agonist: 0; mcGAS lum: 0; hcGAS inh: 2

Further records
SMILES	NPYLR7 agonist	mcGAS lum	hcGAS inh
CCNC(=O)NCC1CCCN(Cc2cnn3c(C)cc(C)nc23)C1 (configuration not stated)	.	-13	-9
Cc1ccc(SC2(C(=O)NC3CCC(=O)NC3)CCCC2)cc1 (configuration not stated)	6	-12	-11
O=C1O[C@@H]2CN(c3ncccc3Cl)C[C@@H]2N1CCCN1CCOCC1	34	-12	-10
COc1cc(C)ccc1C(=O)N1CCC(Cn2cc(C3CC3)nn2)CC1	2	-16	0
COCCNC(=O)C1(C)CCN1C1Cc2ccccc2C1 (configuration not stated)	7	.	-10
CN(Cc1ccc(C(C)(C)C)cc1)C(=O)NCCNC(=O)c1ccccc1	6	.	-5
O=C(NC1CC1)C(Nc1cccc(N2CCOCC2)c1)c1ccccc1 (configuration not stated)	0	.	0
COc1ccc(-n2nc(C(=O)NCc3ccco3)c(=O)n(Cc3ccc(F)cc3)c2=O)cc1	5	-2	0
Cc1cc(=O)[nH]c(SC/C=C/c2ccccc2)n1	-7	-6	-7
CCOC(=O)c1nn(-c2ccccc2Cl)c(=O)cc1OS(=O)(=O)c1cc(C)c(Cl)cc1C	-3	-5	-6
COCCN1C(=O)CC(N2CCN(S(=O)(=O)c3cccc(C(F)(F)F)c3)CC2)C1=O (configuration not stated)	-6	.	-1
Cc1nc2ccc(CC(=O)NCC(=O)NC3CC3)cc2[nH]1	10	.	-2
CCC(C)n1c(C)cn2c3c(=O)[nH]c(=O)n(C)c3nc12 (configuration not stated)	12	.	-13
CCc1ccc(S(=O)(=O)Nc2ccc3c(c2)C(=O)Nc2cc(Cl)ccc2O3)s1	7	.	-2
CCN(CC)C(=O)Oc1ccc2c(ccn2Cc2cccc(C#N)c2)c1-c1ccc(OC)c(OC)c1	14	-8	-6
Cc1noc(CCCC(=O)NCC(C)N2CC(C)OC(C)C2)n1 (configuration not stated)	3	.	-7
CCn1cc(CN(Cc2ccc3c(c2)OCCO3)CC(C)C)cn1	.	-12	-9
COc1cccc(C2CC(c3ccc(NS(C)(=O)=O)cc3)=NN2C(=O)c2ccco2)c1O (configuration not stated)	10	-3	-6
CC(C)(C)NC(=O)N1CCN(C(C(=O)N2CCc3ccccc3C2)C2CCCC2)CC1 (configuration not stated)	-3	-7	-8
CCOc1cnn(-c2ccc(Cl)cc2)c(=O)c1Nc1cccc(C(=O)N2CCOCC2)c1	.	-5	-7
C[C@H]1O[C@@H](O[C@H]2[C@@H](O)C[C@H](O[C@H]3[C@@H](O)C[C@H](O[C@H]4CC[C@@]5(C)[C@H](CC[C@@H]6[C@@H]5C[C@@H](O)[C@]5(C)C(C7=CC(=O)OC7)CC[C@]65O)C4)O[C@@H]3C)O[C@@H]2C)C[C@H](O)[C@@H]1O (some centres not stated)	-11	.	-3
CN(C)C(CNC(=O)CCc1ccccc1)c1ccsc1 (configuration not stated)	8	-7	-10
Fc1ccccc1CC1CCN(Cc2cnc(NCC3CCCO3)nc2)CC1 (configuration not stated)	12	.	-2
Cc1cccc(NC(=O)c2c(NC(=O)C(C)C)sc3c2CCCC3)c1	-11	-5	-5
COc1ccccc1-n1c(SCc2ccc(C(=O)NCc3ccc(F)cc3)cc2)nnc1-c1cccs1	-4	0	4
Cc1cccc(CC(C)NC(=O)CCCn2nnnc2CN2CCOCC2)n1 (configuration not stated)	2	.	-6
CC(C)NC(=O)CN1CN(c2ccccc2)C2(CCN(C(=O)COc3ccc(Cl)cc3)CC2)C1=O	24	-5	-5
COc1ccccc1CCCNc1nc(C)nc2c1cnn2C	-1	.	-3
CCOCCCN(CC(=O)N1CCc2sccc2C1c1ccccc1)C(=O)c1ccco1 (configuration not stated)	5	-3	-6
O=S(=O)(c1cnn(C2CCOC2)c1)N1CCN(Cc2ccccn2)CC1 (configuration not stated)	-2	-11	-5

Continued; the last six above are carried over.
SMILES	NPYLR7 agonist	mcGAS lum	hcGAS inh
COc1ccccc1-n1c(SCc2ccc(C(=O)NCc3ccc(F)cc3)cc2)nnc1-c1cccs1	-4	0	4
Cc1cccc(CC(C)NC(=O)CCCn2nnnc2CN2CCOCC2)n1 (configuration not stated)	2	.	-6
CC(C)NC(=O)CN1CN(c2ccccc2)C2(CCN(C(=O)COc3ccc(Cl)cc3)CC2)C1=O	24	-5	-5
COc1ccccc1CCCNc1nc(C)nc2c1cnn2C	-1	.	-3
CCOCCCN(CC(=O)N1CCc2sccc2C1c1ccccc1)C(=O)c1ccco1 (configuration not stated)	5	-3	-6
O=S(=O)(c1cnn(C2CCOC2)c1)N1CCN(Cc2ccccn2)CC1 (configuration not stated)	-2	-11	-5
COc1ccc(S(=O)(=O)Nc2cc(C(=O)N3CCC(C)CC3)ccc2N2CC3CC(C2)c2cccc(=O)n2C3)cc1 (configuration not stated)	9	-5	-6
O=C(CSc1nnc(-c2ccc(Br)cc2)o1)NC(=O)Nc1ccc2c(c1)OCCO2	13	-7	-2
COc1ccc2nc(-n3nc(C)cc3NC(=O)COc3ccccc3)sc2c1	-10	-2	-4
O=C(Cn1nnnc1CN1CCCC1)NCCc1ccccc1Cl	-1&-2	-11&1	-7&0
CCCCCOc1ccc(C(=O)NCCc2cccc(Cl)c2)cc1OCCCCC	-5	-7	-4
COCCn1c(C)cc(C(=O)CSc2nnc3cc(C)c4ccccc4n23)c1C	-6	-7	-8
Cc1cccc(N(C)CC(=O)Nc2nccs2)c1C	-24&-6	.	-7&-9
COc1ccc(C)cc1N1CCN(Cc2ccccc2F)C(C)C1=O (configuration not stated)	2	-3	-4
COc1cccc(CNC(=O)C2CCN(C(=O)[C@@H](Cc3ccccc3)NC(=O)Nc3cc(C(F)(F)F)ccc3Cl)CC2)c1	3	-10	-10
CC(Cl)C(=O)N1CCC2(CC1)SCCN2C(=O)c1ccccc1 (configuration not stated)	18	-5	-12
NCCCC[C@H](N[C@@H](CCc1ccccc1)C(=O)O)C(=O)N1CCC[C@H]1C(=O)O	-8&1	-4	-3&-2
CC(C)NC(=O)Cn1nnc(-c2ccccc2Cl)n1	4	.	-5
Oc1ccc(C2=Nn3c(nnc3-c3ccccc3Cl)SC2)cc1O	1	.	-1
CCCCOc1ccc(C(=O)N(CC(=O)N(CCc2c[nH]c3ccccc23)Cc2ccc(F)cc2)CC(C)C)cc1	13	-6	-4
COc1ccc(NC(=O)CNC(=O)CN(CC(C)C)C(=O)c2cccc(OC)c2)cc1	17	-4	-7
CC(Cc1cccnc1)n1ccnc1-c1cccnc1 (configuration not stated)	5	-10	-4
CC(C)(C)C(=O)COC(=O)Cc1ccc(Br)cc1	1	.	-10
COc1ccc(Cn2nccc2NC(=O)c2cccc(F)c2)c(OC)c1	2	-8	-9
Cc1ccc(C(C)C)c(OCc2ccc(C(=O)N/N=C3\CCCC(=O)C3)cc2)c1	0	.	-2
O=C(Nc1nnc(SCCCOc2ccccc2)s1)c1ccccc1F	-1	-5	-2
O=[N+]([O-])c1ccc2c3c(ccc([N+](=O)[O-])c13)CC2	5	-3	-3
